S-ASM inh: Inhibitors of Secretory Acid Sphingomyelinase (S-ASM): qHTS | Potency, µM (titrated, usually from 57.5 µM), inactives show at the top dose activity change, negative = inhibition, usual class: inhibitors | placental ASM, HMU-PC fluorogenic substrate, 60 min | actives 0.006% (n = 340,000) | AID 504937, 2011 | Sphingomyelin phosphodiesterase (Homo sapiens), P17405; further: potency means the concentration at half of the fitted maximal effect
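Human placenta-derived ASM enzyme was preincubated with compound for 10 minutes at room temperature, then given fluorogenic substrate HMU-PC0 (9 uM final) for 60 minutes at 37 °C; a pH 10 stop preceded fluorescence reading at Ex 386/Em 447 nm.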
BCR signal inh: qHTS Assay to Find Inhibitors of Chronic Active B-Cell Receptor Signaling; ABC-DLBCL IkBa-CBG/CBR reporter, luminescence ratio, 4 h; actives 0.05% (n = 340,000); AID 493014, 2011; Potency, µM (doses to about 46.1 µM), for the others: at the top dose ratio change, negative = lower green/red ratio, actives largely listed as inhibitors; active means well fitted inhibition curve with a large enough effect in the signal ratio, with a control signal flat, not every such curve was filed as active; inconclusive means small, poorly fitted or top-dose-only effect, or effect the other way, or a change in a side signal; the % refers to the signal ratio;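 further: potency means the concentration at half of the fitted maximal effect; plate controls were basal doxycycline-induced cells for no effect and cells given 10 µM MG132 for full effect; MG132 reads +100%, hits lower the ratio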
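Cell line TMD8 (human ABC DLBCL), stably expressing tet-inducible CBG68-IkBa fusion and CBR; IMDM/0.5% FBS; cpd up to 46 uM; dox induction, 4 h, 37C/5% CO2; dual luminescence; green/red ratio; MG132 control.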
Giardia killer: Small Molecules that selectively kill Giardia lamblia: qHTS; Giardia lamblia trophozoite viability; activity change, % at 7.66 µM, hits read low; actives 0.15% (n = 340,000); AID 540267, 2011; in the data active means activity change below about -80%; inconclusive means between about -30% and that limit;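 further: parasites exposed to compound for two days anaerobically before the ATP read; on the % scale 0 is the no-effect control and ±100 the full control effect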
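Compounds were tested on trophozoites seeded at 100 cells/well and held 48 hrs at 37 deg C anaerobically. An ATP-based luminescent kit measured the remaining live cells.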
GALK inhibitor: qHTS Assay for Inhibitors of Human Galactokinase (GALK); Purified GALK, Kinase-Glo residual ATP luminescence; Potency, µM (highest dose often 57.5 µM), for the others: at the top dose activity change, negative = inhibition, usual class: inhibitors; actives 0.007% (n = 270,000); further: potency means the concentration at half of the fitted maximal effect; on the % scale 0 is the no-effect control and ±100 the full control effect
Target sequence (P51570 whole entry, looked up): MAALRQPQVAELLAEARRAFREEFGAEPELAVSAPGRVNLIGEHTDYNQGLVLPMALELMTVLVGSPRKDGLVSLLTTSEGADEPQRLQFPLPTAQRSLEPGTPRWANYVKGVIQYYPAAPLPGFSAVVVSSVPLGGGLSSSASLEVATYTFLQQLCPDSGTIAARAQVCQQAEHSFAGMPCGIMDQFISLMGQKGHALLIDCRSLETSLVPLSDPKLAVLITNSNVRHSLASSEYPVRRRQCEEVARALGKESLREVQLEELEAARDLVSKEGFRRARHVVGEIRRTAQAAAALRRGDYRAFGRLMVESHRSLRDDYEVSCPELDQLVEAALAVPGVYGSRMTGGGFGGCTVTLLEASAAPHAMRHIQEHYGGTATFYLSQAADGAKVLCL
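Kinase-Glo Plus luminescence measured ATP left after a 1 h room-temperature reaction. The reaction used 5 nM GALK, 100 uM galactose and 35 uM ATP at pH 8.0 (20 mM HEPES, 5 mM MgCl2, 60 mM NaCl, 1 mM DTT, 0.01% BSA).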
TSG101-PTAP inh: qHTS Assay for Iinhibitors of HIV-1 Budding by Blocking the Interaction of PTAP/TSG101; Tumor susceptibility gene 101 protein (Homo sapiens), Q99816; 340,000 tested, under 10 active; Fluorescence polarization, FITC-PTAP peptide / Tsg101 binding; Potency, µM (doses to about 115 µM), for inactives: top-dose activity change, negative = inhibition, most hits filed as inhibitors; active means well fitted inhibition curve with a large enough effect in the main read-out, with a control signal flat, not every such curve was filed as active; inconclusive means small, poorly fitted or top-dose-only effect, or effect the other way, or a change in a side signal; inactive means no such curve, though single readings can be large or run the other way; further: potency means the concentration at half of the fitted maximal effect; % of control where 0% means no effect
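Fluorescence anisotropy tracks displacement of a FITC-tagged PTAP peptide (50 nM) from the Tsg101 binding domain (10 uM), following a 20 min room-temperature incubation at pH 7.5.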
Coupling enz: qHTS Assay for Inhibitors of Fructose-1,6-bisphosphate Aldolase from Giardia Lamblia: Coupling assay counterscreen; actives 0.67% (n = 290,000); coupling enzyme system counterscreen, AmpLite Red fluorescence; activity change, negative = inhibition, % at 58.2 µM, hits read low; AID 2472, 2010; in the data active means activity change below about -30%; further: on the % scale 0 is the no-effect control and ±100 the full control effect
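Coupling enzymes only (glyceraldehyde-3-phosphate) + compound, at 57.5 uM final, 10 min RT; add substrate/coupling/AmpLite Red mix, 20 min RT; fluorescence ex 525/em 598 nm. Actives flag coupling-system interference.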
Menin MLL FP TR: qHTS Assay for Inhibitors Targeting the Menin-MLL Interaction in MLL Related Leukemias: Competition With Texas Red Labeled MLL-derived Mutant Peptide | Menin + Texas Red MLL mutant peptide, fluorescence polarization | actives 0.23% (n = 270,000) | Potency, µM (highest dose often 61.6 µM), without a hit: top-dose FP activity change, negative = inhibition, hits mostly inhibitors | O00255 | AID 1768, 2009; active means well fitted inhibition curve with a large enough effect in the polarisation, with a control signal flat, not every such curve was filed as active; inconclusive means small, poorly fitted or top-dose-only effect, or effect the other way, or a change in a side signal; inactive means no such curve, though single readings can be large or run the other way; the % refers to the polarisation; further: potency means the concentration at half of the fitted maximal effect; % of control where 0% means no effect; many of its hits are not listed in these tables
PKM2 activator: qHTS Assay for Activators of Human Muscle isoform 2 Pyruvate Kinase | Pyruvate kinase PKM (Homo sapiens), P14618 | purified PKM2, Kinase-Glo ATP luminescence, activation; response scale: 0% is enzyme alone, no compound | Potency, µM (highest dose often 57.5 µM), for the others: top-dose activation, most hits filed as activators | actives 0.34% (n = 260,000) | AID 1631, 2009; further: potency means the concentration at half of the fitted maximal effect; on the % scale 0 is the no-effect control and ±100 the full control effect; nearly all actives have a fitted effect of over 55% in size
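hPK-M2, >95% pure; 0.1 mM ADP / 0.5 mM PEP final; imidazole pH7.2 buffer w/ 7 mM MgCl2, 50 mM KCl; 1 h RT; Kinase-Glo lum. Intermediate enzyme activity for dual inhibitor/activator qHTS.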
B2AR arrestin: qHTS assay of beta-arrestin-biased ligands of beta2-adrenergic receptor; Beta-2 adrenergic receptor (Homo sapiens), P07550; Potency, µM (titrated, usually from 46.1 µM), without a hit: at the top dose activation, actives largely listed as activators; beta-arrestin recruitment to beta2AR, cell-based reporter; actives 0.02% (n = 330,000); AID 492947, 2010;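 further: potency means the concentration at half of the fitted maximal effect; 0% = DMSO controls and full agonism = EC100 isoproterenol or metaproterenol; nearly all actives have a fitted effect of over 65% in size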
Target sequence (P07550 whole entry, looked up): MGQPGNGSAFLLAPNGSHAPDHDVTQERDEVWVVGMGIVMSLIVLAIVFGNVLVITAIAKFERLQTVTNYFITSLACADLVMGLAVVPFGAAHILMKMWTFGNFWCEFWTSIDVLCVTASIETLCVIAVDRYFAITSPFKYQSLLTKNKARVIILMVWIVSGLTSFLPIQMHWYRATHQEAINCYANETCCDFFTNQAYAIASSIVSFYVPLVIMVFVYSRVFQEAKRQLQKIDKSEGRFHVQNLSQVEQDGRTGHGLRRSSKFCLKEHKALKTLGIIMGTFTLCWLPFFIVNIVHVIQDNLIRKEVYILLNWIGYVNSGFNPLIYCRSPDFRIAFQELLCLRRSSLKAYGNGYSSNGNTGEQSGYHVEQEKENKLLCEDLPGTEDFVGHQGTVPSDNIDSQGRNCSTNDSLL
Tb PFK inh: qHTS Assay to Find Inhibitors of T. brucei phosphofructokinase; ATP-dependent 6-phosphofructokinase (Trypanosoma brucei brucei), O15648; Potency, µM (titrated, usually from 57.5 µM), inactives show at the highest dose activity, negative = inhibition, most hits filed as inhibitors; actives 0.17% (n = 330,000); T. brucei PFK, ADP-Glo luminescence;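 further: potency means the concentration at half of the fitted maximal effect; 0% = uninhibited 1x PFK enzyme wells and -100% = no-enzyme wells; nearly all actives have a fitted effect of over 60% in size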
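Activity is normalized to no-enzyme wells (full inhibition) and 1.25 nM enzyme wells (no inhibition). Reaction: 0.5 mM F6P, 0.1 mM ATP, 45 min RT, ADP-Glo luminescence; concentration-response curves fitted and classed by quality.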
a7 integrin act: qHTS for Activators of Integrin-Mediated Alleviation for Muscular Dystrophy; actives 0.064% (n = 350,000); Potency, µM (highest dose often 38.3 µM), for inactives: top-dose activation, actives largely listed as activators; alpha7betagal myoblasts, beta-gal FDG fluorescence, 48 h; AID 624291, 2012;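 further: potency means the concentration at half of the fitted maximal effect; 100% = response of the positive control SU9516; nearly all actives have a fitted effect of over 60% in size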
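alpha7betagal+/- myoblasts (passage 13, 250/well) treated 48 h at 37C with compounds at 1:260 dilution of DMSO stock. Lysed, then beta-galactosidase activity read as FDG fluorescence (ex 480/em 540) after 30 min, with pre-read for autofluorescence.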
An asterisk follows results filed as active; ? = inconclusive; . = no result given; & = joins results of further samples; [ ] = remark or other dose. Unless noted, the call rests on the fitted dose curve; in most records, active means well fitted curve in the direction sought with a large enough effect; inconclusive means small, poorly fitted or top-dose-only effect, or another doubt; inactive means no such curve, though single readings can be large; an effect the other way counts as inactive or inconclusive. Some of the compounds tested. The share of hits here may be higher or lower than overall.

Structure | S-ASM inh | BCR signal inh | Giardia killer | GALK inhibitor | TSG101-PTAP inh | Coupling enz | Menin MLL FP TR | PKM2 activator | B2AR arrestin | Tb PFK inh | a7 integrin act
C#CCOc1ccc(/C=C2\SC(=S)N(Cc3cccnc3)C2=O)cc1 | -9% | -2% | -15 | -3% | -1% | -3 | 4% | 1% | 0.0% | 1% | -36%[inhibitor]
CCOC(=O)Nc1ccc(C)cc1C | -2% | ? | -15 | 4% | -7% | 1 | 5% | 2% | 0.2% | -5% | 15%
Cc1cccc(C(=O)NCCc2ccccc2)c1 | 0% | ? | -17 | -1% | -1% | 1 | -8% | . | 0.2% | 1% | 16%
Fc1ccccc1CNC(=S)Nc1cccc(C(F)(F)F)c1 | -5% | ? | 7 | 0% | 0% | -1 | ? | 0% | 9.2% | -2% | 16%
COc1ccc(/C=C/C(=O)Nc2ccc(S(=O)(=O)N3CCOCC3)cc2)c(OC)c1 | 38%[activator] | -13% | -25 | . | 1% | . | . | . | 0.0% | -2% | -1%
COc1ccc(/C=N/NC(=O)Nc2ccc3nsnc3c2)c(OC)c1 | 7% | -5% | 1 | -2% | -6% | 1 | -14% | -23% | -0.1% | 4% | -16%
COc1ccc(C2/C=C\CN(C(=O)C3CCCC3)CC(=O)N2Cc2ccc(F)cc2)cc1 (stereo not drawn) | -8% | -14% | 12&3 | -1% | -4% | 1&6 | -3% | 11% | 1.0% | 3% | 6%
CCn1cc(CN2CCCC(CO)(Cc3cccc(Cl)c3)C2)cn1 (stereo not drawn) | 4% | ? | -11 | 5% | 0% | 3 | ? | -6% | -0.7% | 0% | 13%
CC1(C)Cc2ccccc2-c2nc(NCCCO)n(-c3ccccc3)c(=O)c21 | 65%[activator] | 0% | 15 | 5% | -5% | 2 | 5% | -5% | 0.4% | -6% | 16%
OC1(C#CCN2CCCC2)c2ccccc2-c2ccccc21 | -4% | ? | -7 | 2% | 0% | 3 | . | -8% | 0.3% | -2% | -18%
O=C(NCCc1ccccc1)C(=O)NCc1ccncc1 | 2% | 4% | 2 | 2% | 0% | 5 | -16% | 4% | -0.6% | 0% | -11%
CC(OC(=O)CN1C(=O)C2C3C=CC(C4CC34)C2C1=O)C(=O)c1ccccc1 (stereo not drawn) | 2% | -3% | -7 | -2% | -7% | -1 | . | 2% | 0.3% | 0% | -23%
O=C(O)CCCN(Cc1cccc(Br)c1)S(=O)(=O)c1ccc(Br)cc1 | 2% | 12% | -8 | 3% | -1% | 17 | ? | -7% | 0.2% | -8% | 0%
CS(=O)(=O)N(CC(=O)N1CCC(C(N)=O)CC1)Cc1ccc(Cl)c(Cl)c1 | -2% | 0% | 22 | 5% | -6% | 1 | 2% | 2% | -0.5% | -3% | -25%
CC(C)CC1c2[nH]c3ccccc3c2CCN1C(=O)C1CCOCC1 (stereo not drawn) | 11% | -3% | -6 | 1% | -4% | -2 | -1% | -7% | -0.7% | -3% | 2%
CCn1cc(C(=O)N2CCN(c3cccc(Cl)c3)CC2)c2cc(OC)c(OC)cc2c1=O | -7% | ? | 13 | 1% | -6% | 1 | -14% | 1% | -1.0% | -5% | -13%
CCOC(=O)c1cn(-c2c(Cl)cccc2Cl)c2cc(Cl)c([N+](=O)[O-])cc2c1=O | -1% | 1% | ? | . | -5% | -1 | -2% | 0% | -1.5% | 3% | -5%
Cc1cc(C)c(S(=O)(=O)N(CC(=O)NCc2cccnc2)C2CCCCC2)c(C)c1 | 3% | 7% | -5 | -2% | -6% | -9 | -19% | -14% | 0.3% | -2% | 12%
CCOC(=O)c1cnc(SC)nc1Oc1cccc(NS(=O)(=O)c2ccccc2)c1 | -7% | 3% | 18 | 0% | -2% | -1 | 3% | 5% | -0.4% | -7% | 22%
Cc1sc2nc(SCC(=O)N3CC(C)OC(C)C3)n(C)c(=O)c2c1C (stereo not drawn) | 6% | 1% | 4 | -2% | -5% | . | . | -4% | 0.0% | -11% | -36%
O=S(=O)(c1ccc(Cl)cc1)N1CCN(c2ccccn2)CC1 | -1% | 4% | -3 | -2% | 1% | 2 | -3% | -1%[11.5 µM] | -0.4% | -1% | 13%
COC(=O)c1cc(CC(=O)c2ccc(O)cc2O)c(C)o1 | -1% | -20% | -9 | -1% | -5% | 6 | -1% | 3% | -0.8% | 0% | -13%
CCCOc1ccc(-c2cnc(N)s2)cc1 | 1% | 8% | -16 | 1% | -10% | 4 | 12% | 2% | -0.2% | 0% | 3%
O=C(O)CCc1ccc(-c2ccc(F)cc2)n1CC(=O)O | 12% | 6% | 7 | 0% | -7% | 0 | 12% | 7% | -0.1% | 0% | -5%
COc1cc(C)c(S(=O)(=O)N2CCCC2)cc1C | 0% | ? | 4 | 1% | -5% | 3 | ? | 2% | -0.3% | 10% | -1%
CCOc1ccc(-c2cc(C(=O)N/N=C/c3cccnc3)c3ccccc3n2)cc1 | . | -13% | -14 | 0% | -4% | . | . | -7% | 0.2% | 3% | 0%
O=C(NCc1ccccc1)C1CCCN(C(=O)NCc2ccccc2)C1 (stereo not drawn) | -1% | 6% | 0 | 6% | -7% | 3 | -7% | -2% | -0.9% | -11% | 9%
O=C(O)c1cccnc1Sc1ccc(Cl)cc1 | 9% | 1% | -17 | 0% | -3% | 6 | -10% | 13% | -0.2% | 0% | 12%
COc1ccc(CCC(C)Nc2ccccc2F)cc1 (stereo not drawn) | -5% | ? | 5 | . | 2% | 1 | 0% | 6% | -1.2% | 2% | -12%
CC12CCC(C(=O)Nc3cccc4ccccc34)(C1Br)C2(C)C (stereo not drawn) | -8% | 8% | -21 | 1% | -5% | 0 | . | -4% | -0.3% | 0% | -29%
CC(=O)Nc1ccc(NC(=O)C2CCC(N3C(=O)C4C5C=CC(C6CC56)C4C3=O)CC2)cc1 (stereo not drawn) | -2% | 12% | -19 | 1% | 0% | -1 | 24% | 0% | -0.9% | 1% | -34%
COc1ccc(-c2nc(CN3CCC(C(=O)N4CCOCC4)CC3)c(C)o2)cc1C | 1% | ? | -4 | -5% | 2% | . | . | . | 0.0% | 3% | 0%
CCN1C(=O)/C(=C/N2CCc3ccccc3C2)SC1=S | -3% | 3% | 19 | -1% | 1% | 1 | . | -19% | 0.4% | -2% | -20%
COc1ccc(-c2nn(-c3ccccc3)cc2/C=C(\C#N)S(=O)(=O)c2ccccc2)cc1OC | 5% | -2% | -2 | -3% | 1% | 1 | 5% | -4% | -0.3% | -4% | 0%
O=C(c1ccco1)N1CCN(C(=O)N2CCCCC2)CC1 | 0% | 5% | 17 | 10% | 2% | 1 | 0% | -2% | -0.2% | -1% | 14%
Cc1nnc(SCCn2c(N3CC(C)CC(C)C3)nc3c2c(=O)[nH]c(=O)n3C)s1 (stereo not drawn) | 1% | ? | -5 | -4% | 1% | 0 | -9% | 3% | -0.2% | 4% | -1%[7.66 µM]
CCOC(=O)C1CCN(C(=O)N(C)C)CC1 | 0% | 1% | -4 | 0% | -7% | -5 | 10% | -4% | -0.1% | -4% | 13%
CCN(CC(=O)Nc1ccc(Br)c(C)c1)CC(=O)NC(C)C | 2% | 1% | -5 | 0% | -1% | 0 | -12% | -1% | 0.0% | -3% | -16%
Cc1[nH]n(-c2cccc(Cl)c2)c(=O)c1-c1ccccc1 | -2% | ? | -7 | -1% | -6% | 4 | ? | 0% | 0.3% | -1% | 17%
CCCC1(CCC)NC(=O)N(CC(=O)N2CCc3ccccc32)C1=O | -2% | -3% | -6 | . | 0% | . | . | . | 0.3% | 5% | -16%
CN(CC(=O)Nc1ccc2c(c1)OCCO2)Cc1nc2ccccc2c(=O)[nH]1 | -1% | ? | 7 | . | -5% | . | . | . | -3.5% | -4% | 44%
